# MrgX1 antagonist = antagonists of human MrgX1 receptor; MRGX1-HEK293 calcium flux, Fluo-4, BAM8-22 antagonism; stronger effect = lower value; B-score at 10 µM; 310,000 tested, 1.3% active;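 active means calcium-response B-score plate-corrected more than 3 library SD below zero, starting fluorescence within 5 deviations, no agonist response on first addition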;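 further: peak minus trough fluorescence over baseline after final BAM8-22 challenge near maximal dose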
# TRPC4 PAM = TRPC4 (mouse) allosteric potentiation | 310,000 tested, 0.42% active | HEK293 TRPC4beta/mu-opioid, DAMGO EC20, Fluo-4 Ca2+ flux; stronger effect = higher value | Q9QUQ5 | B-score at 10 µM;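 active means B-score of calcium response area above 5 SD of library B-scores, with initial fluorescence ratio within 5 SD of library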;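 further: B-score of integrated fluorescence ratio over time as area under calcium response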
# Target sequence (Q9QUQ5 whole entry, looked up): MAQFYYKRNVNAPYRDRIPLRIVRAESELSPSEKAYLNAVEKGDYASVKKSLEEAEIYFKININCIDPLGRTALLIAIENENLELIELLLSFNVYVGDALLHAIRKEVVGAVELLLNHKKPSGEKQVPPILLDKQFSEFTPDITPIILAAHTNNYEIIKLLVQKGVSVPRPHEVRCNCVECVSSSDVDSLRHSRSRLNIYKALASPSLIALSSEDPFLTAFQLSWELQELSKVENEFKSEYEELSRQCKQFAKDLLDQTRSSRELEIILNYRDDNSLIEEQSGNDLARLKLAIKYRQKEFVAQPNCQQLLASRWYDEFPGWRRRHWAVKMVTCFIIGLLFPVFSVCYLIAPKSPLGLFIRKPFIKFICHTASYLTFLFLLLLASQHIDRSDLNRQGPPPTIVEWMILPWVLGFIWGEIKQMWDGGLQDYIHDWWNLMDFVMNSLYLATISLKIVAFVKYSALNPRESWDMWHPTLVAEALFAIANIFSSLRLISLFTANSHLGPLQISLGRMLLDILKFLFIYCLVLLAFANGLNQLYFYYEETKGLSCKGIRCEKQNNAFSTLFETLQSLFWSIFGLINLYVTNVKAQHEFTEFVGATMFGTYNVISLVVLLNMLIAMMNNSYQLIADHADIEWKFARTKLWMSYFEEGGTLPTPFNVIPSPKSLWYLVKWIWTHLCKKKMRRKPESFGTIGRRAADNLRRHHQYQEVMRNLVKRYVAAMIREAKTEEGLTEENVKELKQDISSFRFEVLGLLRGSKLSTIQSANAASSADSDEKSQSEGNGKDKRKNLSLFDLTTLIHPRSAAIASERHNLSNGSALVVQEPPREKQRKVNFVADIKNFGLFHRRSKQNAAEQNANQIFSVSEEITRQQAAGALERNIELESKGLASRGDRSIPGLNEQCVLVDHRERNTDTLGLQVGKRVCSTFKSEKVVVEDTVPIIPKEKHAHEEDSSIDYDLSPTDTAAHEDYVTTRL
# TRPC6 activator = activates the mouse TRPC6 cation channel | Q61143 | HEK293-TRPC6 membrane potential dye fluorescence; stronger effect = higher value | B-score at 10 µM | 310,000 tested, 0.13% active;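 active means B-score of the integrated fluorescence ratio above library mean plus 3 SD, and starting fluorescence ratio within library mean plus 5 SD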;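 further: higher score means more depolarization so channel activation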
# MrgX1 agonist = agonists of human MrgX1 receptor; 310,000 tested, 0.44% active; Q96LB2; MrgX1-HEK293 cells, Fluo-4 calcium fluorescence, agonist mode; stronger effect = higher value; B-score at 10 µM;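 active means calcium response B-score plate-corrected fluorescence ratio at least 3 library SD, with starting fluorescence B-score inside 5 SD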
#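 Material: MrgX1-expressing HEK293 cells / Dosing: compound as first of three additions / Incubation: overnight seeding, then 1 h dark dye loading / Signal: Fluo-4 NW calcium fluorescence / Evaluation: B-scored fluorescence response ratio / Benchmarks: positive and negative control wells on each plate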
# RGS4 block = inhibitors of human RGS4. 310,000 tested, 0.45% active. P49798. B-score at 10 µM. AID 463165. HEK293 M3R/RGS4 inducible, Fluo-4 calcium flux; stronger effect = higher value; triggered by carbachol at its EC20;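 active means B-score, a plate-corrected calcium signal, over three deviations above library mean, with baseline fluorescence within five deviations of library mean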;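 further: RGS4 expression induced by doxycycline in cells with stable M3 receptor; B-score is computed from the integrated fluorescence ratio over baseline after carbachol; higher B-score means a larger calcium signal and so more RGS4 inhibition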
# TMEM16A inh = mouse TMEM16A channel inhibition, primary screen | Q8BHY3 | HEK293 TMEM16A/YFP iodide influx fluorescence, ionomycin | normalized B-score (activity score, 25-100; higher = stronger inhibition) at 10 µM | 310,000 tested, 1.2% active | AID 588511;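 active means ratio plate-corrected score three or more library SD toward inhibition, starting fluorescence score within five deviations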;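 further: score derived from kinetic fluorescence span divided by baseline fluorescence per well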
# MrgX1 allo act = allosterically activates human MrgX1 receptor signaling; AID 588675; 310,000 tested, 0.63% active; B-score at 10 µM; Q96LB2; MrgX1-HEK293, Fluo-4 calcium flux, FDSS; stronger effect = higher value;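 active means plate-corrected calcium response at least 3 library SD above typical, normal starting fluorescence, not activating the receptor alone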;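 further: compound read alongside a low EC10 to EC30 dose of BAM8-22 agonist; peak minus trough fluorescence over baseline measured at the second addition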
# TRPC4 act = activators of mouse TRPC4 channel. B-score at 10 µM. HEK293 TRPC4beta/mu-opioid, Fluo4 calcium fluorescence; stronger effect = higher value. 310,000 tested, 0.49% active;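 active means B-score above 5 SD of library B-scores, and initial fluorescence ratio not above library mean plus 5 SD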;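 further: positive B-score marks a calcium rise read as TRPC4 activation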
#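 System: HEK293 cells stably co-expressing mouse TRPC4beta and mu-opioid receptor; Schedule: Fluo4 dye loading 45 min at room temperature, 110 s recording; Detection: Fluo4 fluorescence, kinetic; Evaluation: B-scored integrated calcium fluorescence ratio; Controls: buffer (low) and maximal DAMGO (high).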
# TMEM16A act = activates or potentiates the mouse TMEM16A chloride channel | Q8BHY3 | HEK293 TMEM16A/YFP-H148Q/I152L, iodide quench fluorescence; stronger effect = lower value | B-score at 10 µM | 340,000 tested, 0.3% active | AID 623877;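 active means fluorescence-ratio B-score plate-corrected deviation score at least 3 library SD below zero, with starting fluorescence score within 5 deviations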;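 further: channel opened by trigger with iodide after compound preincubation; score built on the fluorescence ratio of max minus min over baseline; more negative score means more quench and so TMEM16A activation or potentiation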
# TRPC6 inhibitor = inhibitors of mouse TRPC6 channel | HEK293-TRPC6, membrane potential dye, ACh-evoked depolarization; stronger effect = lower value | Q61143 | B-score at 10 µM | 310,000 tested, 1.1% active | AID 2553;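 active means B-score under library mean minus 3 SD, initial fluorescence not abnormally high, positive integrated signal ratio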;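 further: B-score derived from integrated fluorescence ratio over the kinetic read; more negative B-score means stronger inhibition of depolarization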
# TRPC4 block = blocks the mouse TRPC4 cation channel | 300,000 tested, 0.39% active | AID 2247 | HEK293 TRPC4beta/mu-opioid, DAMGO-evoked Fluo4 calcium flux; stronger effect = lower value | B-score at 10 µM | Q9QUQ5;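 active means B-score over 3 SD under the library average, no early fluorescence shift, positive overall ratio signal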
#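 Material: HEK293 cells with stable TRPC4beta plus mu-opioid receptor expression / Probe or stimulus: DAMGO in two steps, submaximal then maximal / Compound: single concentration per test compound / Technique: kinetic Fluo4 fluorescence imaging of calcium influx / Read-out: per-well B score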
# An asterisk follows results filed as active; i = inactive; x = not tested or not shown. The order is random; any-hit rate near 5.8%.
# Order of results: TRPC4 PAM | TRPC4 act | TRPC4 block | TRPC6 activator | TMEM16A inh | MrgX1 allo act | MrgX1 antagonist | MrgX1 agonist | TMEM16A act | RGS4 block | TRPC6 inhibitor
CC(=O)Nc1ccc(S(=O)(=O)NCCC(=O)OCCN2C(=O)c3ccccc3C2=O)cc1
→ i | i | i | i | i | i | i | i | i | i | i
O=C(Nc1nc2ccccc2s1)c1ccccc1
→ i | i | i | i | i | i | i | i | i | i | i
CC1CCN(C(=O)c2cc3nc(C4CC4)cc(C(F)(F)F)n3n2)CC1
→ i | i | i | i | i | i | i | i | i | i | i
Cc1ccc(C(=O)COC(=O)CCN2C(=O)C3C4CC(C(Br)C4Br)C3C2=O)cc1 (configuration not stated)
→ i | i | i | i | i | i | -9.3* | i | i | i | i
CCCc1nn(C)c(C(=O)Nc2ccc(C)c(C)c2)c1Cl
→ i | i | i | i | i | i | i | i | i | i | i
COc1ccc(C)cc1C(=O)CCC(=O)NC1CCCCC1
→ i | i | i | i | i | i | i | i | i | i | i
Cc1ccc(Cn2cc(/C=N/NC(=O)Cc3nnc(NC(=O)c4ccc(C)cc4)s3)c3ccccc32)cc1
→ i | i | i | i | i | i | i | i | i | i | i
OCCn1ccc(-c2ccccc2OCc2ccc(F)cc2)n1
→ i | i | i | i | i | i | i | i | i | i | i
COC(=O)c1cc(NS(=O)(=O)c2ccc(N3CCCCC3)c([N+](=O)[O-])c2)cc(C(=O)OC)c1
→ i | i | i | i | i | i | i | i | i | i | i
C=CCc1c(C)nc2cc(-c3ccc(C)cc3)[nH]n2c1=O
→ i | i | i | i | i | i | i | i | i | i | i
O=C(NN1CCCCC1)c1cccc(COc2ccc(Cl)cc2)c1
→ i | i | i | i | i | i | i | i | i | i | i
O=C1OC(N2C(=O)CC[C@H]2C(=O)Nc2ccc3c(c2)OCO3)c2ccccc21 (some centres not stated)
→ i | i | i | i | i | i | i | i | i | i | i
O=C(/C=C\N1CCOCC1)c1ccc(Br)cc1
→ i | i | i | i | i | i | i | i | i | i | i
Cc1cccc(C)c1OCC(O)CNC(C)(C)C (configuration not stated)
→ i | i | i | i | i | i | i | i | i | i | i
Fc1ccccc1N1CCN(CC2CC3C=CC2C3)CC1 (configuration not stated)
→ i | i | i | i | i | i | i | i | i | i | i
CN1CCN(S(=O)(=O)c2ccc(-c3noc(C4CCN(S(C)(=O)=O)CC4)n3)cc2)CC1
→ i | i | i | i | i | i | i | i | i | i | i
CCOC(=O)c1c(NC(=O)CCS(=O)(=O)c2ccccc2)sc2c1CCN(C(C)C)C2
→ i | i | i | i | i | i | i | i | i | i | i
COc1ccc(OC)c(NC(=O)c2cnc(Nc3ccccc3OC)c3ccccc23)c1
→ i | i | i | i | i | i | i | i | i | i | i
COC(=O)Cc1ccc(NC(=S)Nc2ccccn2)cc1
→ i | i | i | i | i | i | i | i | i | i | i
O=C(Cc1ccc(F)cc1)N/N=C/c1ccncc1
→ i | i | i | i | i | i | i | i | i | i | i
O=C1CCCN1c1ccc(S(=O)(=O)Nc2ccc3c(c2)OCCO3)cc1
→ i | i | i | i | i | i | i | i | i | i | i
CCCCCCCC(=O)NN1CCOCC1
→ i | i | i | i | i | i | i | i | i | i | i
COc1ccc(NC(=O)CN2CCC(C)CC2)c([N+](=O)[O-])c1
→ i | i | i | i | i | i | i | i | i | i | i
COc1ccc(C2CC(c3cccs3)=NN2C(=O)CSc2nc3c(cnn3-c3ccccc3)c(=O)[nH]2)cc1 (configuration not stated)
→ i | i | i | i | i | i | i | i | i | i | i
c1ccc2nc(-c3ccc(-n4ccnc4)cc3)ccc2c1
→ i | i | i | i | i | 8.9* | i | i | i | i | i
COc1ccc(F)cc1S(=O)(=O)NCC(c1ccc2c(c1)OCO2)N1CCN(C)CC1 (configuration not stated)
→ i | i | i | i | i | i | i | i | i | i | i
CC(=O)N1CCC(C(=O)OCc2ccccc2F)(c2ccccc2)CC1
→ i | i | i | i | i | i | i | i | i | i | i
C#CCOCCOCCOCCNc1nc(N2CCN(C(=O)CCCCCCCCCCNC(=O)[C@H](CCCCN)n3cc(CCCC(=O)O)nn3)CC2)nc(N2CCN(C(=O)CCCCCCCCCCNC(=O)[C@H](CCCCN)n3cc(CCCC(=O)O)nn3)CC2)n1
→ x | x | x | x | i | i | i | i | i | x | x
O=C1CCC(C(=O)O)N1 (configuration not stated)
→ i | i | i | i | i | i | i | i | i | i | i
CN(CC(=O)Nc1cccc(F)c1)C(=O)c1cc(-c2ccco2)nc2ccccc12
→ i | i | i | i | i | i | i | i | i | i | i

# (listing goes on)
# Order of results: TRPC4 PAM | TRPC4 act | TRPC4 block | TRPC6 activator | TMEM16A inh | MrgX1 allo act | MrgX1 antagonist | MrgX1 agonist | TMEM16A act | RGS4 block | TRPC6 inhibitor
S=C(NCCSCc1ccc(Cl)cc1Cl)Nc1ccccc1
→ i | i | i | i | 100* | i | i | i | i | i | i
COc1ccc(NC(=O)c2ccsc2NC(C)=O)cc1
→ i | i | i | i | i | i | i | i | i | i | i
CC(=O)N1CCC(N(CCN2CCOCC2)C(=S)Nc2cccc(C)c2)CC1
→ i | i | i | i | i | i | i | i | i | i | i
CN1CCN(S(=O)C23CC4CC(CC(C4)C2)C3)CC1 (configuration not stated)
→ i | i | i | i | i | i | i | i | i | i | i
COc1cccc2c1OCC(CN1CCN(C3CCCCC3)C(CCO)C1)=C2 (configuration not stated)
→ i | i | i | i | i | i | i | i | i | i | i
CN(CCO)C1=CC(=O)CC(C)(C)C1
→ i | i | i | i | i | i | i | i | i | i | i
O=C(Cc1ncon1)Nc1ccc(F)c(F)c1F
→ i | i | i | i | i | i | i | i | i | i | i
COc1ccc2cnn(-c3ccccc3)c(=O)c2c1OC
→ i | i | i | i | i | i | i | i | i | i | i
CCOC(=O)CS(=O)(=O)c1ccc2ccccc2c1
→ i | i | i | i | i | i | i | i | i | i | i
O=C(c1ccc(CN2CCc3ccccc3C2)cc1)N1CCCCC1
→ i | i | i | i | i | i | i | i | i | i | i
O=C(NCCNc1ccc([N+](=O)[O-])cc1)c1ccco1
→ i | i | i | i | i | i | i | i | i | i | i
CCOC(=O)Cc1csc(NC(=S)NC(=O)c2ccccc2Br)n1
→ i | i | i | i | i | i | i | i | i | i | i
O=C(NC1CCCCC1)c1ccc(S(=O)(=O)NCc2cccnc2)cc1
→ i | i | i | i | i | i | i | i | i | i | i
Cn1nc(-c2ccccc2)cc1NS(=O)(=O)c1ccccc1
→ i | i | i | i | i | i | i | i | i | i | i
COc1ccc(C(=O)C2CCCN(C3Cc4ccccc4C3)C2)c(OC)c1 (configuration not stated)
→ i | i | i | i | i | i | i | i | i | i | i
COCCNC(=O)CN1CCC(NC(=O)Nc2ccccc2)CC1
→ i | i | i | i | i | i | i | i | i | i | i
CCOc1ccccc1CN1CCN(Cc2ccc(C)o2)C(CCO)C1 (configuration not stated)
→ i | i | i | i | i | i | i | i | i | i | i
CC1(C)Cc2c(C#N)c(SCC(=O)c3ccccc3)nc(N3CCOCC3)c2CO1
→ i | i | i | i | i | i | i | i | i | i | i
O=C(NCc1ccco1)c1cc(-c2cccs2)nc2ccccc12
→ i | i | i | i | i | i | i | i | i | i | i
C[C@]12C=CC(=O)C=C1CC[C@@H]1[C@@H]2[C@@H](O)C[C@@]2(C)[C@H]1CC[C@]2(O)C(=O)COC(=O)CCC(=O)NCCc1ccc(O)cc1
→ i | i | i | i | i | i | i | i | i | i | i
CCC(NC(=O)c1ccncc1)c1ccccc1 (configuration not stated)
→ i | i | i | i | i | i | i | i | i | i | i
COCCOC(=O)C1=C(C)NC(=O)NC1c1c(F)cccc1Cl (configuration not stated)
→ i | i | i | i | i | i | i | i | i | i | i
COc1ccc(NC(=O)COC(=O)Cc2c[nH]c3ccccc23)cc1OC
→ i | i | i | i | i | i | i | i | i | i | i
Cc1cccc(-n2ncc3c(NCCCn4ccnc4)ncnc32)c1
→ i | i | i | i | i | i | i | i | i | i | i
COc1ccc(C(=O)NCc2ccon2)cc1OC1CCN(C(C)C)CC1
→ i | i | i | i | i | i | i | i | i | i | i
Cc1ccccc1-c1nc(CS(=O)(=O)CC(=O)NCc2ccccc2)c(C)o1
→ i | i | i | i | i | i | i | i | i | i | i
O=C(CCN1CCN(c2ccccc2)CC1)c1ccc(Br)cc1
→ i | i | i | i | i | i | i | i | i | 27* | i
O=Cc1c(SCCO)nc2ccccn2c1=O
→ i | i | i | i | i | i | i | i | i | i | i
COc1ccc(-n2ccn(CC(=O)Nc3ccccc3OC)c(=O)c2=O)cc1
→ i | i | i | i | i | i | i | i | i | i | i
COc1cc(C2c3c(-c4cc(Cl)c(C)cc4O)n[nH]c3C(=O)N2Cc2cccnc2)ccc1O (configuration not stated)
→ i | i | i | i | i | i | i | i | i | i | i

# Further records follow:
# Order of results: TRPC4 PAM | TRPC4 act | TRPC4 block | TRPC6 activator | TMEM16A inh | MrgX1 allo act | MrgX1 antagonist | MrgX1 agonist | TMEM16A act | RGS4 block | TRPC6 inhibitor
O=C(N/N=C1\CCCc2oc(C(=O)O)cc21)c1ccccc1
→ i | i | i | i | i | i | i | i | i | i | i
CN(C)CCNC(=O)Nc1cccc(Cl)c1Cl
→ i | i | i | i | i | i | i | i | i | i | i
CC(=O)NCCn1c(SCC(=O)c2ccc(Cl)cc2)nc2ccccc2c1=O
→ i | i | i | i | i | i | i | i | i | i | i
CCOc1ccc(NS(=O)(=O)c2cc(Cl)ccc2OC)cc1
→ i | i | i | i | i | i | i | i | i | i | i
COc1ccc(NC(=O)c2ccccc2[N+](=O)[O-])cc1OC
→ i | i | i | i | i | i | i | i | i | i | i
Cc1ccc(NC(=S)N(CCCN2CCOCC2)Cc2ccco2)cc1
→ i | i | i | i | i | i | i | i | i | i | i
O=P(O)(CP(=O)(c1ccccc1)c1ccccc1)c1ccccc1
→ i | i | i | i | i | i | i | i | i | i | i
CSc1nc2sc3c(c2c2nncn12)CCC3
→ i | i | i | i | i | i | i | i | i | i | i
CCOC(=O)c1ccc2ncc(C(=O)OCC)c(NCCN(C)C)c2c1
→ i | i | i | i | i | i | i | i | i | i | -9.5*

# Screening data deposited in PubChem BioAssay by Johns Hopkins Ion Channel Center.
